Screens as filed in PubChem BioAssay.
S1P4 antagonist: blocks the human S1P4 receptor | O95977 | actives 0.26% (n = 220,000) | inhibition, % at 4.98 µM | S1P4-expressing cells, antagonist mode, reporter read-out; in the data active = inhibition above about 29%;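 note: 0% = wells stimulated with agonist and 100% = vehicle wells without agonist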
p47phox inh: p47phox (human) inhibition | P14598 | p47phox/p22phox peptide binding, fluorescence polarization, 2 h | inhibition, % at 24.7 µM | actives 0.53% (n = 220,000);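 active = inhibition above about 30%, limit read from the data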;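 note: 0% = p47phox with labelled peptide and 100% = labelled peptide alone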
Target sequence (P14598 whole entry, looked up): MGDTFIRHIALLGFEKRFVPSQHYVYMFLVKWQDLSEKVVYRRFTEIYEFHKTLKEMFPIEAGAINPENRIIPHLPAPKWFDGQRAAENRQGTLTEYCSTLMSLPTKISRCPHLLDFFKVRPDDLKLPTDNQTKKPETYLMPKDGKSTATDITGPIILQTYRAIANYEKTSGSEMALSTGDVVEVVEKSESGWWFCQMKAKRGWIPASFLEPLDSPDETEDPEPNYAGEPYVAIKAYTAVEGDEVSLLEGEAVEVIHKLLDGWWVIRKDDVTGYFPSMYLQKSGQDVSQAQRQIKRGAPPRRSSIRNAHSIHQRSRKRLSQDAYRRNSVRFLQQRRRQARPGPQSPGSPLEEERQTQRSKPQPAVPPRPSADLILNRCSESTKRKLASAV
Ba/F3 V617F tox: lowers viability of Ba/F3 cells expressing EpoR and JAK2V617F | ATP luminescence | inhibition, % at 5.6 µM | actives 1.1% (n = 220,000) | AID 1446;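 active = inhibition above the campaign mean plus 3 SD over all tested compounds, cut at about 24% in these data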;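 note: cytokine-independent growth of Ba/F3 cells driven by EpoR plus mutant JAK2; 0% = DMSO-treated cells and 100% = JAK inhibitor I control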
NPY-Y2 PAM-ag: potentiators or agonists of human neuropeptide Y receptor Y2. cells expressing NPY-Y2, potentiator/agonist read-out. activation, % at 3.6 µM. P49146. actives 0.45% (n = 220,000); in the data active = activation above about 27%;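 note: cells stimulated with NPY near EC25 plus isoproterenol at EC100; 0% = vehicle plus submaximal agonist and 100% = vehicle plus saturating agonist; some results beyond the cut were filed as inactive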
Target sequence (P49146 whole entry, looked up): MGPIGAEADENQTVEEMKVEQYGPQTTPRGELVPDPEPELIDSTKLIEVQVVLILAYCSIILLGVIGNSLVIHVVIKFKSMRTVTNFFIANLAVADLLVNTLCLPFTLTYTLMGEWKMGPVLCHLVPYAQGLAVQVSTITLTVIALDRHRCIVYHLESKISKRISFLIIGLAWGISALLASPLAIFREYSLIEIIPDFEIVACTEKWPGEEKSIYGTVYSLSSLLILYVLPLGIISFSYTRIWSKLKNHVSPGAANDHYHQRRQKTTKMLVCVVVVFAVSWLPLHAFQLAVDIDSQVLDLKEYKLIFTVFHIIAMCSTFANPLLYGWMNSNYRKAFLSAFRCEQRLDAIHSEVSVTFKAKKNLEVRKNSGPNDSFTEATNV
S1P4 agonist: activates the human S1P4 receptor; AID 1509; actives 0.35% (n = 220,000); activation, % at 4.98 µM; S1P4-expressing cell line, agonist reporter assay; in the data active = activation above about 11%;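 note: 0% = DMSO vehicle and 100% = reference agonist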
NPY Y1 blocker: NPY-Y1 (human) receptor antagonism | AID 1040 | HEK293-CNG Y1 cells, membrane potential fluorescence; NPY at EC95, then isoproterenol | actives 1% (n = 200,000) | P25929 | inhibition, % at 3.6 µM;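 active = inhibition above the campaign mean inhibition of all tested compounds plus 3 SD, cut at about 20% in these data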;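 note: 0% = DMSO wells given NPY plus isoproterenol and 100% = isoproterenol alone without NPY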
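material = HEK293 cells with Y1 receptor plus CNG channel | also added = NPY 25 nM then isoproterenol 1 µM plus Ro 20-1724 25 µM | schedule = dye 3 h, compound 60 min room temperature, stimulation 45 min | measured by = membrane potential fluorescence | benchmarks = high control isoproterenol alone, low control NPY with isoproterenol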
CHOP inhibitor: inhibitors of CHOP induction in ER stress response. CHO-K1 CHOP-promoter luciferase, tunicamycin-induced, 15-18 h. inhibition, % at 10 µM. actives 3.8% (n = 220,000). AID 2732;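 active = compounds that reduced the stress-induced luciferase reporter signal by more than about 70% of percent inhibition, limit read from the data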;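 note: 0% = tunicamycin plus vehicle and 100% = wells without tunicamycin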
NPY1 pot ag: potentiates or activates human NPY-Y1 receptor; actives 0.37% (n = 220,000); P25929; NPY-Y1 expressing cells, potentiator/agonist activation; activation, % at 3.6 µM; in the data active = activation above about 33%, passing the limit was not always enough;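 note: cells stimulated with NPY at EC10 then isoproterenol at EC100; 0% = low agonist plus stimulus and 100% = saturating agonist plus stimulus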
BaF3 parental: parental Ba/F3 viability inhibition as JAK2V617F counter-screen | CellTiter-Glo ATP luminescence | inhibition, % at 5.6 µM | actives 1.1% (n = 220,000);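 active = inhibition above a per-campaign cutoff, the mean inhibition of all tested compounds plus 3 SD, cut at about 27% in these data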;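 note: 0% = DMSO wells and 100% = JAK Inhibitor I control wells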
* hit, by the source's call; . = not tested or not shown.

Start of the listing, in advance, 2 compounds:
canonical_smiles	S1P4 antagonist	p47phox inh	Ba/F3 V617F tox	NPY-Y2 PAM-ag	S1P4 agonist	NPY Y1 blocker	CHOP inhibitor	NPY1 pot ag	BaF3 parental
CC(=O)NCc1ccc(C(=O)CCl)cc1	-15	-8	2	-15	0.9	0	106*	-6	4
O=C(NCc1ccccc1)c1ccc2c(=O)n(CCCN3CCCC3=O)c(=S)[nH]c2c1	-9	-14	-5	5	3.8	0	-3	13	5

The list itself, previewed entries included:
canonical_smiles	S1P4 antagonist	p47phox inh	Ba/F3 V617F tox	NPY-Y2 PAM-ag	S1P4 agonist	NPY Y1 blocker	CHOP inhibitor	NPY1 pot ag	BaF3 parental
CC(=O)NCc1ccc(C(=O)CCl)cc1	-15	-8	2	-15	0.9	0	106*	-6	4
O=C(NCc1ccccc1)c1ccc2c(=O)n(CCCN3CCCC3=O)c(=S)[nH]c2c1	-9	-14	-5	5	3.8	0	-3	13	5
COC(=O)c1ccc(C)c(NS(=O)(=O)c2ccc(NC(C)=O)cc2)c1	4	-8	0	1	3.7	-2	-17	1	5
Cc1ccc(S(=O)(=O)N2CCOCC2)cc1NC(=O)COC(=O)c1ccc(OCc2c(C)noc2C)cc1	-6	-10	0	-8	-0.2	1	-12	4	2
Cc1cccc2[nH]c(-c3ccc(NC(=O)c4ccco4)cc3)nc12	-6	1	-1	15	0.1	3	16	16	4
COc1ccc(-c2nnc(NC(=O)c3cc(C)on3)s2)cc1	-27	-10	3	11	0.4	2	-33	8	4
O=C1/C(=C/c2ccc(F)cc2)SC(=S)N1N1CCOCC1	14	-17	2	3	0.1	.	18	-10	-7
CCOC(=O)C1=C(C)NC(=O)NC1c1ccccc1OCc1c(F)cccc1Cl (stereo not given)	13	-2	0	8	-0.8	1	41	-1	5
COc1ccc(S(=O)(=O)NCc2ccc(C(=O)NCc3cccnc3)cc2)cc1	-10	-4	1	0	3.0	-1	-1	2	7
COc1ccc(OCc2nnc(SC(C)C(=O)Nc3nccs3)n2-c2ccccc2)cc1 (stereo not given)	4	36*	1	0	-0.8	-2	29	-21	4
COc1c(O)ccc2c1CN1CCc3cc4c(cc3C1C2)OCO4 (stereo not given)	-8	-5	-5	-22	0.3	.	3	0	-1
O=C(NC(=S)NNS(=O)(=O)c1ccc(Cl)cc1)c1cccnc1	-8	-6	-1	1	0.6	16	16	7	10
Cc1nc2sc(-c3ccccc3)cc2c(=O)[nH]1	-17	5	4	-5	0.3	-3	26	7	7
O=C(Nc1ccc(Cl)cc1)N1CCOC12CCCCC2	-12	-2	7	-6	-0.5	-2	6	-6	3
Cc1ccc(C(=O)C2=C(O)C(=O)N(CCCn3ccnc3)C2c2ccc(OC(C)C)cc2)o1 (stereo not given)	-10	-4	1	4	0.2	11	14	3	5
CCCNC(=O)COC(=O)c1ccccc1C(=O)N(C)C1CCCCC1	-13	-3	0	-9	0.1	2	18	-23	8
Cc1cccc(-n2ccnc2SCC(=O)Nc2nnc(C)s2)c1	2	1	0	13	-2.5	0	4	9	4
Cc1cc(C)nc(SCC(=O)N(C)C)n1	7	-46	-5	4	-0.3	-1	-9	1	-2
Cc1ccc(S(=O)(=O)NCC(=O)OCC(=O)N2CCc3ccccc32)cc1	3	-5	-3	19	-0.6	-3	-6	0	1
CCc1c(O)nc(SCC(=O)Nc2ccccc2)n(C(C)CC)c1=O (stereo not given)	4	-17	0	2	-2.1	0	44	0	4
S=c1[nH]nc(-c2cc3ccccc3o2)n1Cc1ccccc1	13	-13	-4	-9	-3.0	4	1	-23	-1
CCOc1ccccc1N1CCN(C(=O)c2csc(C)c2CC)CC1	-7	-11	7	-14	-1.3	5	15	-10	9
O=S(=O)(c1ccc(-c2ccccc2)cc1)N1CCCC1	9	2	2	-3	4.9	8	20	13	8
COc1ccc(/C=N/Nc2nc(Nc3ccccc3)nc(N3CCCC3)n2)cc1	-21	1	-3	-8	0.5	5	4	6	5
CCOCC(=O)Nc1cc(C(=O)OC)cc(C(=O)OC)c1	-14	2	4	-2	0.7	1	16	-2	7
Oc1ccc(/C=N/Nc2cc(N3CCCC3)nc(N3CCCC3)n2)cc1	13	-7	-1	6	0.4	-1	109*	14	2
Cc1cccc2c1N(CCOc1ccccc1)C(=O)C2=O	-13	.	1	-3	0.3	-2	28	17	4
Cn1cc(C(=O)c2ccc(Cl)cc2Cl)cc1C(=O)N/N=C(\N)COc1ccc(Cl)cc1	-6	-23	-2	24	-2.1	.	41	20	-3
Cc1ccc(NC(=O)c2cc3c(s2)CCCC3)cc1	9	-6	1	-15	-0.5	10	-8	-11	4
COc1cc2[nH]c(=O)n(CCC(=O)N3CC=C(c4ccccc4)CC3)c(=O)c2cc1OC	3	-7	-4	13	-0.1	5	11	-23	2
Cc1noc(C)c1COc1ccc(C(=O)OCC(=O)OC(C)(C)C)cc1	-2	-6	-2	4	-0.5	0	34	-2	2
O=[N+]([O-])c1ccc(/C=N/n2c(COc3ccccc3)n[nH]c2=S)cc1	-8	-11	0	-20	-0.8	0	-2	-14	8
CCN(CCn1cccn1)C(=O)CC1C(=O)NCCN1Cc1cc(OC)cc(OC)c1 (stereo not given)	2	2	2	10	1.5	-1	14	-2	4
CCOC(=O)CSc1nnc(CNC(=O)Cc2ccccc2)n1-c1ccccc1OC	-26	-10	2	-4	0.8	7	18	5	-2
Cc1ccccc1NC(=O)CCN1CCCC1	1	4	2	-2	0.2	-7	1	20	6
Cc1nc(NC(=O)CSc2ccccc2N)sc1C	1	-18	-2	5	-1.1	5	2	5	-3
CN1CCN(C(=S)NC(=O)/C=C/c2ccccc2)CC1	-39	-1	0	-15	-1.7	-2	-12	8	2
CCC(Sc1ccccn1)C(=O)Nc1cccc([N+](=O)[O-])c1 (stereo not given)	-6	8	1	6	-0.9	4	13	0	3
COc1ccc(OCC(O)CNc2ccc(Br)cc2)cc1 (stereo not given)	-3	-3	2	-19	-0.4	3	86*	-47	5
CCCN(C(=O)c1ccco1)c1nnc(-c2ccncc2)s1	-19	4	-3	-4	-0.3	-1	9	0	2
NC(=O)[C@@H]1CCCNc2c(F)cc([N+](=O)[O-])cc2C(=O)N[C@@H](CCC(=O)O)C(=O)N[C@@H](CO)C(=O)N1	7	0	-2	5	1.7	-10	6	-7	6
COc1ccc(-n2cnnc2SCC(=O)Nc2cccc(S(=O)(=O)N3CCCCC3)c2)cc1	-5	-12	-5	7	-0.1	-2	9	-3	5
O=C1C2C3C=CC(C2C(=O)N1CCCO)C1C2C(=O)N(CCCO)C(=O)C2C31 (stereo not given)	1	-8	-1	-7	-2.3	4	-15	-14	4
O=C(CCCN1C(=O)/C(=C/c2cccs2)SC1=S)NNC(=O)c1ccncc1	3	-3	-3	-5	-1.3	0	8	-15	2
COc1ccc(S(=O)(=O)N2CCOCC2)cc1N=Nc1sc(N)nc1-c1ccccc1	-8	-26	10	24	-3.9	-1	21	13	-3
CCCC(=O)C1=C(O)C(C(=O)OC)C(C)(C)CC1=Nc1ccc(OC)cc1 (stereo not given)	-4	-8	-3	-2	-2.0	5	16	-14	1
COc1ccc(NC(=O)Cn2c(=O)n(CC(=O)NCc3ccco3)c(=O)c3ccccc32)cc1OC	-18	-6	1	-4	-1.3	1	45	35	3
Cc1c2ccccc2cc[n+]1CCCS(=O)(=O)[O-]	-1	-5	2	1	0.3	-1	-2	19	7
Cc1cc(C)nc(SCC(=O)NNC(=O)c2cccs2)n1	4	1	-5	22	3.6	-1	15	15	1
C=CCn1c(SCC(=O)NC2CCCC2)nc2scc(-c3ccco3)c2c1=O	-19	-18	0	11	1.6	4	-20	-29	4
O=C(NNS(=O)(=O)c1ccccc1[N+](=O)[O-])c1ccc(F)cc1	-20	1	-5	2	2.5	2	13	5	0
CSc1nc(Cc2ccc(Cl)cc2)nc2ccccc12	-8	-14	-1	-13	-1.2	1	40	-7	3
CCCCNC(=O)COC(=O)c1cc2c(C)nn(-c3ccccc3)c2s1	-16	-21	-1	0	-0.1	10	-13	9	5
CN(Cc1ccccc1)c1c([N+](=O)[O-])c(=O)n(C)c2ccccc12	-11	-5	2	-19	1.6	.	3	-7	2
COc1nc(OCC#N)nc(N(C)C)n1	-7	-6	-4	-3	0.8	3	42	15	-2
COc1ccccc1NC(=O)C/C(C)=N/NC(=O)COc1c(Br)cc(Br)cc1OC	-17	-9	-2	7	0.9	2	56	11	5
O=C(CCNS(=O)(=O)c1ccccc1F)NCc1ccc2c(c1)OCO2	-9	-2	4	-12	0.1	-5	5	5	0
Cc1ccc(N2C(=O)C3C(C(=O)c4ccccc4)=NN(c4ccccc4)C3C2=O)cc1 (stereo not given)	-24	-5	4	1	-0.9	1	12	-32	8
Cc1ccc(NC2=NC(C(=O)Nc3ccc(C)c(C)c3)CC(=O)N2)cc1 (stereo not given)	-14	-5	-5	5	0.1	-2	39	10	1
Cc1ccc(NC(=O)c2cccs2)cc1S(=O)(=O)Nc1cccc(Cl)c1	2	-36	1	7	-0.1	-7	41	0	8

Continued.
canonical_smiles	S1P4 antagonist	p47phox inh	Ba/F3 V617F tox	NPY-Y2 PAM-ag	S1P4 agonist	NPY Y1 blocker	CHOP inhibitor	NPY1 pot ag	BaF3 parental
C(=C\c1ccco1)/C1=NN(c2ccccc2)C(c2ccco2)C1 (stereo not given)	-2	-26	1	11	3.2	-1	74*	13	9
CC(C)(C)c1cc(C(=O)NNS(=O)(=O)c2ccccc2)n[nH]1	-2	3	0	-5	0.3	.	4	12	2
COc1ccccc1-n1c(SCC(=O)Nc2nnc(C)s2)nc2c(c1=O)SCC2	-4	-13	-2	-13	1.6	2	2	-31	-1
Cn1cnc([N+](=O)[O-])c1Sc1n[nH]c(N)n1	-5	-7	3	2	2.0	.	-10	5	-5
